Source: PubChem BioAssay (National Center for Advancing Translational Sciences (NCATS))
GAA glycogen mod – GAA glycogen-cleavage inhibition or activation; AID 2100; Potency, µM (doses to about 76.4 µM), for the others: top-dose activity change, negative = inhibition, most hits filed as inhibitors; recombinant GAA, glycogen substrate, Amplex Red glucose oxidase fluorescence; 300,000 tested, 0.38% active;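 further: potency means the concentration at half of the fitted maximal effect; 0% = full enzyme reaction and -100% = no-enzyme basal signal; the screen sought inhibitors and activators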
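Recombinant human enzyme (4 nM); glycogen substrate; 37 C, 40 min, pH 5.0. Readout: coupled glucose oxidase/Amplex Red fluorescence.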
Lamin A splicing – changes lamin A minigene splicing in HeLa cells; HeLa LMNA splicing GFP/RFP minigene ratio, 48 h; Potency, µM (series often up to 46.1 µM), for inactives: at the highest dose ratio change, negative = inhibition, actives largely listed as inhibitors; 200,000 tested, 0.01% active; AID 1487; active means well fitted inhibition curve with a large enough effect in the signal ratio, with a control signal flat, not every such curve was filed as active; inconclusive means small, poorly fitted or top-dose-only effect, or effect the other way, or a change in a side signal; the % refers to the signal ratio; further: potency means the concentration at half of the fitted maximal effect; on the % scale 0 is the no-effect control and ±100 the full control effect
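S3 HeLa cells stably expressing lamin A-EGFP splicing minigene plus DsRed2, 600 cells/well, 48 h compound exposure at 37C. Laser-scanning cytometry; analysed as GFP (500-530 nm)/RFP (575-640 nm) total intensity ratio; 0.5% DMSO vehicle.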
HTT aggregate – inhibitors of mutant huntingtin aggregate formation in PC12 cells. PC12 HttQ103-GFP aggregates, Acumen cytometry, 40 h. Potency, µM (series often up to 46.1 µM), without a hit: at the top dose activity change, negative = inhibition, usual class: inhibitors. 220,000 tested, 1.1% active. AID 1688; further: potency means the concentration at half of the fitted maximal effect; on the % scale 0 is the no-effect control and ±100 the full control effect; nearly all actives have a fitted effect of over 60% in size
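Compounds (qHTS titration) were added to PC12 cells expressing an ecdysone-driven HTT exon 1 Q103–GFP fusion after induction with 100 nM tebufenozide. Aggregate formation was measured as GFP objects in cell lysates.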
GAA inhib – blocks human lysosomal alpha-glucosidase; P10253; purified human GAA, 4-MU-alpha-glucoside fluorescence; Potency, µM (doses to about 76.9 µM), for the others: at the top dose activity change, negative = inhibition, usual class: inhibitors; 200,000 tested, 0.005% active; AID 1466;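 further: potency means the concentration at half of the fitted maximal effect; plate controls were uninhibited enzyme wells for no effect and no-enzyme background for full effect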
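AC50 values come from Hill fits of compound titrations (up to 77 uM) against 4 nM human enzyme. Substrate 4-methylumbelliferyl-alpha-D-pyranoside at 400 uM, pH 5.0 citrate buffer, 20 min room temperature; fluorescence Ex 365/Em 440 after alkaline stop.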
HTT ATP protect – protects HTT-Q103 PC12 cells, measured by ATP; PC12 HTT-Q103 induced, cytoprotection, ATP luminescence, 40 h; AID 1471; Potency, µM (highest dose often 56.4 µM), without a hit: cytoprotection (ATP increase), most hits filed as activators; 230,000 tested, 0.14% active;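 further: potency means the concentration at half of the fitted maximal effect; % of control where 0% means no effect; nearly all actives have a fitted effect of over 45% in size; toxic huntingtin expression switched on by the ecdysone agonist tebufenozide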
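PC12 cells stably carrying ecdysone-inducible Htt exon 1 (Q103)–GFP were induced with 100 nM tebufenozide (final) alongside library compounds in a dose series. Cytoprotection was scored as retained ATP by ATPlite luminescence.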
GAA spleen mod – inhibitors or activators of human alpha-glucosidase in spleen homogenate | P10253 | human spleen homogenate, 4-MU-alpha-glucoside fluorescence | 240,000 tested, 0.006% active | AID 2112 | Potency, µM (highest dose often 79.9 µM), for the others: at the highest dose activity change, negative = inhibition, actives largely listed as inhibitors;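 further: potency means the concentration at half of the fitted maximal effect; 0% = enzyme with vehicle and -100% = no enzyme basal signal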
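AC50 values come from Hill-equation fits of concentration-response data, normalized to no-enzyme and full-activity controls. Enzyme source: 1 ug human spleen homogenate; 1 mM fluorogenic 4-MU glucoside, pH 5.0 citrate buffer, 37 C, 40 min.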
CBFb RUNX1 block – inhibitors of human CBF-beta and RUNX1 interaction | Q01196+Q13951 | AlphaScreen CBFb-His/RUNX1-biotin binding, biochemical | Potency, µM (doses to about 59.8 µM), for inactives: at the highest dose activity, negative = inhibition, most hits filed as inhibitors | 230,000 tested, under 10 active | AID 1477; further: % of control where 0% means no effect
Target sequence (Q01196 whole entry, looked up): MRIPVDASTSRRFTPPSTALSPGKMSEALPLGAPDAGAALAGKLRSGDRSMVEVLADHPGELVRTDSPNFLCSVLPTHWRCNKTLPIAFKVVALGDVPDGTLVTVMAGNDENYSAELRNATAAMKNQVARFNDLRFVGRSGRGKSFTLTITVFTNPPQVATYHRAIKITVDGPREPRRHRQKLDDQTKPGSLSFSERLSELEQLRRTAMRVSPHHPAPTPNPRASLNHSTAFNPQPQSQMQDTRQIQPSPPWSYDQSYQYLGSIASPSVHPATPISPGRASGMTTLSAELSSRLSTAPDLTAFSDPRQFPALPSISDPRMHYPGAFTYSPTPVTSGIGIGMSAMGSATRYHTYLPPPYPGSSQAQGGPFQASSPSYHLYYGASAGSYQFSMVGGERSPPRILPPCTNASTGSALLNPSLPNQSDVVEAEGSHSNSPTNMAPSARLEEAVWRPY
Target sequence (Q13951 whole entry, looked up): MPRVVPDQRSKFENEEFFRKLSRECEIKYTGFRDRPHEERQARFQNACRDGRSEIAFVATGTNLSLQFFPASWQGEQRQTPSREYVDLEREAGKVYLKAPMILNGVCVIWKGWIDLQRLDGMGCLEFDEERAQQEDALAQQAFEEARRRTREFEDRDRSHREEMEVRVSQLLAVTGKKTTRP
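Read-out: AlphaScreen. Format: His-CBF-beta with biotinylated RUNX1 (30 nM each) preincubated 20 min, compound 15 min, Ni-chelate plus streptavidin beads 90 min; room temperature throughout.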
Numbers without * were called inactive; u = inconclusive; x = not tested or not shown; & = joins results of further samples; [ ] = remark or other dose. Unless noted, the call rests on the fitted dose curve; in most records, active means well fitted curve in the direction sought with a large enough effect; inconclusive means small, poorly fitted or top-dose-only effect, or another doubt; inactive means no such curve, though single readings can be large; an effect the other way counts as inactive or inconclusive.

SMILES	GAA glycogen mod	Lamin A splicing	HTT aggregate	GAA inhib	HTT ATP protect	GAA spleen mod	CBFb RUNX1 block
COc1ccc2c(c1)CC/C(=C\c1ccc(OC)c(Cn3cccn3)c1)C2=O	-11%	u	u	-9%	-62%[inhibitor]	-6%	-12%
CCCCCC(=O)NN=C1CCN(Cc2ccccc2)CC1	5%	-2%	-6%	-8%	x	-4%	7%
CCOC(=O)CNC(=O)CSc1nnnn1-c1cc(C)ccc1C	6%	8%	14%	-4%	-10%[1.9 µM]	2%	11%
Cn1nc(CC(=O)NCc2ccc(F)cc2)c2ccccc2c1=O	14%	u	-32%	-10%	-75%[inhibitor]	1%	-5%
COC(=O)c1sc(C(F)(F)F)c(-c2ccccc2)c1S(=O)(=O)N1CCCC1	8%	x	7%[9.22 µM]	u	6%[10 µM]	3%	26%
Cc1[nH]c2c(Br)cccc2c1[C@H]1[C@@H](CC#N)C1(C)C	-12%	-10%	-30%	-9%	9%[10 µM]	-1%	7%
O=C(COC(=O)c1ccccc1O)Nc1ccc(OC(F)F)cc1	1%	4%	-10%	-2%	-26%[10 µM]	1%	6%
CCc1cccc2c(C=C(C#N)C#N)cn(CC(=O)N3CCCCC3)c12	5%	3%	-3%	-1%	1%	-1%	4%
Cc1cc([N+](=O)[O-])nn1CCCC(=O)Nc1sc2c(c1C(N)=O)CCCC2	10%	-4%	-2%	-1%	3%[10 µM]	0%	-4%
CC(C)(C)OC(=O)[C@H](Cc1ccccc1)NC(=O)c1nc[nH]c1C(=O)NCc1ccccc1	-13%	x	6%[9.22 µM]	x	15%[10 µM]	1%	9%
CC1=NNC(=O)C1CCC(=O)N/N=C(\C)c1ccc(Cl)cc1 (centres undefined)	u	x	-6%[9.22 µM]	x	4%[10 µM]	-8%	-2%
CCCOC(=O)c1ccc(NC(=O)c2nc3nc(C)cc(C)n3n2)cc1	15%	x	9%	-6%	-46%[inhibitor]	x	5%
Cc1c2c(nc3ccccc13)-c1cccc(=O)n1C2	x	x	x	x	-36%[inhibitor]	u	-6%
Cc1ccc(C(=O)NC(NC(=O)c2ccc(C)cc2)c2cccc([N+](=O)[O-])c2)cc1	2%	1%	u	1%	u	-2%	-8%
CCOC(=O)C(C(C)=O)C(c1ccc(OC)cc1)C(C(C)=O)C(=O)OCC (centres undefined)	-1%	11%	1%	1%	-24%	-4%	3%
CCN(CC)CCN1C(=O)C(=O)/C(=C(/O)c2ccc(F)cc2)C1c1ccncc1 (centres undefined)	0%	5%	-1%	1%	9%[10 µM]	5%	-4%
O=C(NCCc1csc(-c2cccnc2)n1)c1ccc(Br)o1	2%	-6%	u	-11%	13%	-1%	2%
COc1ccc(NC(=O)C2CCCN(S(=O)(=O)c3ccc(C)cc3)C2)cc1OC (centres undefined)	u	u	-9%	-13%	-17%[0.074 µM]	-4%	-11%
CCOC(=O)C1Oc2ccccc2C(c2ccoc2)=C1C(=O)OC (centres undefined)	x	x	x	x	-4%	-3%[119 µM]	-3%[89.1 µM]
CCOc1ccc(C2Sc3ccccc3NC3=C2C(=O)OC3)cc1 (centres undefined)	-3%	u	7%	0%	-16%	-3%	-2%
Cc1cc(C(=O)Nc2cccnc2)on1	0%	-4%	-2%	-1%	20%[10 µM]	-12%	0%
CC1C2C(C)N(C)C(=O)N(C)C2N(C)C(=O)N1C (centres undefined)	6%	5%	6%	-3%	6%[0.074 µM]	-1%	7%
CCCC(C(=O)c1ccccc1)n1cncn1 (centres undefined)	1%	-1%	-12%	-2%	-19%[0.074 µM]	-11%	-13%
Cc1ccc(-c2csc(NC(=O)C3CC(=O)N(Cc4ccco4)C3)n2)cc1 (centres undefined)	0%	u	-7%	-5%	18%[10 µM]	2%	-6%
CCOC(=O)N1CCN(C(=O)c2cn(C)c3ccc(S(=O)(=O)N4CCC(C)CC4)cc3c2=O)CC1	-14%	x	-15%	u	-45%[inhibitor]	1%	-2%

Full records, quoted from the list. Screens in order: GAA glycogen mod	Lamin A splicing	HTT aggregate	GAA inhib	HTT ATP protect	GAA spleen mod	CBFb RUNX1 block
Shown for `O=C(COC(=O)c1ccccc1O)Nc1ccc(OC(F)F)cc1` → 1%	4%	-10%	-2%	-26%[10 µM]	1%	6%
Shown for `Cn1nc(CC(=O)NCc2ccc(F)cc2)c2ccccc2c1=O` → 14%	u	-32%	-10%	-75%[inhibitor]	1%	-5%
Shown for `Cc1ccc(-c2csc(NC(=O)C3CC(=O)N(Cc4ccco4)C3)n2)cc1` (centres undefined) → 0%	u	-7%	-5%	18%[10 µM]	2%	-6%

Going on with the list:
SMILES	GAA glycogen mod	Lamin A splicing	HTT aggregate	GAA inhib	HTT ATP protect	GAA spleen mod	CBFb RUNX1 block
Clc1cnc(N/N=C/c2cccs2)c(Cl)c1	u	8%	-20%	1%	-29%	0%	4%
Cc1ccc(SCCC(=O)NC(C(C)C)C(C)C)cc1	15%	-6%	-15%	2%	14%[10 µM]	7%	25%
Cc1ccc(N2C(=S)SC3CS(=O)(=O)CC32)cc1 (centres undefined)	2%	x	-28%	0%	24%	5%	7%
C=CS(=O)c1sc(Cl)c(N2CCOCC2)c1[N+](=O)[O-] (centres undefined)	-1%	u	u	5%	-207%	-13%	-6%
Cc1cc(C)c(C#N)c(SCC(=O)CC(=O)OC(C)C)n1	-7%	2%	-15%	11%	13%	9%	1%
O=C(O)CSc1cccc[n+]1[O-]	5%	11%	23%	-3%	-11%	-2%	2%
CCOC(=O)C1CCN(c2nc3ccccc3nc2C(C#N)C(=O)NCCc2ccccc2)CC1 (centres undefined)	14µM*	u	-33%	-5%[15.4 µM]	-20%	-10%	17%
Cc1cccc(-n2c(CNC(=O)c3ccc(S(=O)(=O)N(C)C)cc3)nnc2SCC(=O)Nc2ccc(F)cc2)c1	-1%	2%	12%	-2%	13%[10 µM]	7%	-22%
O=C(N/N=C/c1ccc(O)cc1)c1ccc(COc2cc(Cl)ccc2Cl)o1	-1%	29%	19%	-7%	-45%[inhibitor]	-4%	-14%
Cc1ccc(-c2cc(C(=O)O)n[nH]2)s1	-4%	x	5%	4%	-31%[inhibitor]	-2%	10%
COC(=O)CSc1nnc([C@H](CC(C)C)NC(=O)OC(C)(C)C)o1	3%	6%	u	3%	1%[0.074 µM]	-2%	4%
Cc1cc(NC(=O)CCCSc2nc(-c3ccco3)cc(C(F)(F)F)n2)no1	8%	-6%	13%	0%	-34%	-1%	3%
O=C(NC(=S)Nc1ccc(N2CCCCC2)cc1)c1cccs1	u	u	-11%	11%	-12%[10 µM]	-2%	u
Cc1c(C=O)c2ccccn2c1C(=O)c1ccccc1	-18%	-3%	u	-2%	1%	-10%	11%
CO[C@@H]1/C=C\CC(=O)N[C@@H](C)C(=O)OC[C@H](NS(=O)(=O)c2ccc(C)cc2)[C@H](C)/C=C\CC(=O)OC[C@H]1C	x	x	x	x	u	0%[17.4 µM]	4%[13.1 µM]
CCOC(=O)c1[nH]c(C)c(C(=O)NCc2ccc(OC)cc2)c1C	10%	-3%	-5%	-7%	-7%	-2%	-6%
Cc1ccc(-c2c[n+](CC(=O)Nc3nc(-c4ccc(F)cc4)cs3)c3n2CCC3)cc1	-3%	u	u	3%	26%[10 µM]	-1%	-14%
O=C(NC1c2ccccc2-c2ccccc21)c1ccco1	-5%	11%	9%	2%	2%	5%	2%
O=C(NC(=O)c1ccccc1N1CCCCC1)Nc1ccc(Br)cc1	-3%	x	18%[9.22 µM]	x	9%[10 µM]	7%	-3%
Cc1ccc(S(=O)(=O)Cc2ccc(C(=O)NCc3ccc4c(c3)OCO4)o2)cc1	-3%	-12%	u	-7%	-73%[inhibitor][10 µM]	-1%	-6%
Cc1nc2ccc(NC(=O)N3CCCCC3)cc2nc1C	-9%	-10%	-4%	u	-16%[10 µM]	3%	-6%
CC1CCN(c2oc(-c3cccc4ccccc34)nc2C#N)CC1	-12%	-14%	-31%	u	4%[10 µM]	5%	3%
Cc1ccc2oc(=O)cc(/C=C/c3ccccc3)c2c1	-1%	u	-17%	5%	x	5%	2%
CCOc1cc(C(=O)Nc2cccc(C(C)=O)c2)ccc1OCC(=O)N1CCCCC1	10%	-19%[46 µM]	4%	-4%	-14%[10 µM]	-7%	11%
CCn1c(=O)c([N+](=O)[O-])c(NCCc2ccccc2)c2ccccc21	5%	-30%	u	u	12%[10 µM]	-15%	-3%
Going on with the list.
SMILES	GAA glycogen mod	Lamin A splicing	HTT aggregate	GAA inhib	HTT ATP protect	GAA spleen mod	CBFb RUNX1 block
CC1(C)CC(=O)C2=C(C1)OC(/N=C/N1CCCC1)=C(C#N)C2c1ccccc1 (centres undefined)	0%	x	39%[9.22 µM]	x	-12%[10 µM]	2%	9%
CC(C)=N/N=c1\scc(C)n1Cc1ccco1	1%	u	20%	2%	4%[10 µM]	0%	-1%
CC(C)c1nc(SCC(=O)N2CCCC2)c2ccccc2n1	2%	-3%	u	-5%	35%	-2%	2%
C/C(=N\NC(=O)c1c(-c2ccccc2Cl)noc1C)c1cccc(NC(=O)C(C)C)c1	0%	4%	-10%	-4%	x	12%	3%
Cc1ccc(-n2c(SCC(=O)Nc3ncc(Cl)cc3Cl)nc3ccccc32)cc1	0%	u	u	0%	-20%[10 µM]	7%	-5%
Cc1cc(NC(=O)CSc2nc3ccccc3n2CC(=O)N2CC(C)CC(C)C2)no1 (centres undefined)	1%	-3%	-19%	0%	4%	2%	8%
CCCCCCN(CCCCCC)C(=O)Cc1c(-c2ccc(Cl)cc2)[nH]c2ccc(Cl)cc12	x	x	x	x	u	-1%&3%	2%
CCCN(C(=O)c1cc2c(s1)CCC2)c1c(N)n(Cc2ccccc2)c(=O)[nH]c1=O	-3%	x	-15%[9.22 µM]	x	-4%[10 µM]	-9%	u
COc1ccc(Cc2nnc(N/N=C/c3ccc(Br)cc3)[nH]c2=O)cc1OC	-10%	x	6%[9.22 µM]	-6%	12%[10 µM]	5%	7%
Cc1sc2ncnc(Sc3nnc4sc5ccccc5n34)c2c1C	1%	u	22%	-2%	6%[10 µM]	-10%	-3%
CC(=O)N1N=C(c2ccccc2OC(=O)/C=C/c2ccccc2)CC1c1ccccc1 (centres undefined)	-15%	x	4%[9.22 µM]	x	5%[10 µM]	-8%	-1%
COc1ccc(CCC(C)Nc2ccccc2F)cc1 (centres undefined)	-7%	1%	-4%	3%	3%[10 µM]	7%	29%
Cc1ccc(S(=O)(=O)NCC(=O)N(CC(=O)NCC2CCCO2)Cc2ccco2)cc1 (centres undefined)	10%	-1%[46 µM]	7%[9.22 µM]	4%	15%[10 µM]	-7%	u
